Assay outcomes (PubChem)
ARNT TACC3 PPI = ARNT/TACC3 interaction disruption; Q9Y6A5; AlphaScreen His-ARNT PAS-B/GST-TACC3 binding, luminescence; TACC3 fragment carries E629A point mutation; inhibition, % at 9.99 µM; hit rate 0.66% among 390,000; AID 623870;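 active = mean inhibition of replicates at least 50% and at least half of replicates each reaching 50%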;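 note: 0% = complete ARNT plus TACC3 wells and 100% = ARNT alone without TACC3; many hits fall short of the cut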
The depositor's hits bear a star; & = joins results of further samples. Only part of the results is shown, so the mix of outcomes need not match the whole.

SMILES | ARNT TACC3 PPI
CCOc1ccc(OCc2ccc(C(=O)NCC3CCCO3)o2)cc1 (stereo not drawn) | -38
O=C(CCCOc1ccccc1)n1nnc2ccccc21 | -4
CCOc1ccc(N2CC(C(=O)Nc3ccccc3N3CCOCC3)CC2=O)cc1 (stereo not drawn) | 2
O=C(NC1CCCCC1)N(CCN1CCCC1)Cc1cc2cc3c(cc2[nH]c1=O)OCCO3 | 2
COc1cc(CN2CCC(C(=O)NC3CCCC3)CC2)cc(OC)c1O | 4
Cc1cc2ncc(C(=O)Nc3ccccc3)c(C)n2n1 | -4
COCc1ccc(O)c2ncccc12 | 75*
COc1ccc2[nH]c(=O)c(CN(Cc3ccco3)Cc3nnnn3Cc3ccccc3)cc2c1 | -4
Cc1cc(Cl)c(S(=O)(=O)Nc2ccc(Cl)cn2)cc1OCC(N)=O | 0
Cc1cc(NC(=O)C2CCCCC2C(=O)O)no1 (stereo not drawn) | -4
CC(=O)N1CCCc2cc(S(=O)(=O)N3CCN(C4CCCCC4)CC3)ccc21 | 4
CC(c1nnc(SCC(=O)Nc2ccc3[nH]c(=O)[nH]c3c2)n1Cc1ccccc1)N(C)C (stereo not drawn) | 3
CCCn1c(-c2cccs2)nc2ccccc21 | 0
COC(=O)c1c(N)nc(C)n1-c1ccc(OC)cc1 | 2
CCN1CCCC1CNC(=O)CSCc1nc(-c2ccccc2C)oc1C (stereo not drawn) | 0
CC[C@]1(C(=O)OC)[C@H]2C(=O)N(Cc3ccccc3)C(=O)[C@H]2[C@H]2CN(C)C(=NCc3ccccc3)N21 | -7
O=C1C(Nc2cccc(O)c2)=C(N2CCCCC2)C(=O)c2ccccc21 | 39
O=C1CC(c2ccccc2)n2nc(N3C(=O)c4ccccc4C3=O)nc2N1 (stereo not drawn) | -13
O=C(c1ccc(COc2ccccc2[N+](=O)[O-])o1)N1CCCCCC1 | 9
Cc1cccn2cc(-c3ccccc3)nc12 | -5
Cc1nnc(SCC(=O)NCc2ccco2)n1-c1ccccc1 | -6
COc1ccc(N2CCN(C(CNS(=O)(=O)c3cc(F)ccc3F)c3cccnc3)CC2)cc1 (stereo not drawn) | 12
c1ccc2c(c1)ncn2CCCCOc1ccc2c(c1)CCC2 | -1
CCCCNC(=O)OC(C)CNC(=O)Oc1cccc(C)c1 (stereo not drawn) | -2
CCOC(=S)N/C(=N\S(=O)(=O)c1ccccc1)c1ccccc1 | 5
CCOC(=O)c1ccc(N2C(=O)C(O)=C(C(C)=O)C2c2ccccc2)cc1 (stereo not drawn) | -16
CCNC(=O)c1sc(=S)n(CC)c1N | 10
Cc1ccc(C(=O)Nc2cccc(C(F)(F)F)c2)cc1NC(=O)c1csc(-c2ccncc2)n1 | 17
CCCn1c(=O)[nH]c(=O)c2c1nc(-c1ccc(OC(F)F)c(OC)c1)n2CCOC | 6
Cc1ccc(S(=O)(=O)N2CCN(S(=O)(=O)N(C)C)CC2)cc1 | 19
CCn1c(SCC(=O)c2ccc(Cl)s2)nnc1-c1cccs1 | 1
CCC(C)NC(=O)NC1C(NC(=O)NC(C)CC)N(C)C(=O)N1C (stereo not drawn) | -3
CC(C)C(=O)Nc1ccc2c(c1)oc1ccccc12 | 0
CCOc1ccccc1C1NC(=O)NC(C)=C1C(=O)OC1CCCCC1 (stereo not drawn) | -9
CCN(CC)CCNC(=O)c1ccc(N2CCCCC2)c(NS(=O)(=O)c2ccc(C)cc2)c1 | -1
O=C1CCC(=O)N1c1ccccc1-c1ccccc1 | -5
CCOc1ccc(-n2c(SCC(=O)Nc3ccccc3C)n[nH]c2=O)cc1 | -4
Cc1ccc(C(=O)CSc2nc3ccccc3o2)cc1 | -1
Cc1ccc2cc(CN(CCCN(C)C)C(=O)NCc3ccccc3)c(=O)[nH]c2c1C | 4
CN(C)c1c2ccccc2nc2c(F)c(F)c(F)c(F)c12 | 3
Cc1ccccc1-n1c(=O)cc(NCc2ccc3c(c2)OCO3)[nH]c1=O | -7
CCn1c(CNC(=O)COc2ccc(C(C)C)cc2)nnc1SCC(=O)Nc1ccc(F)cc1 | -5
COc1ccc(CN2C(=O)c3ccccc3C(/C=N\OCc3ccc(F)cc3)C2=O)cc1 (stereo not drawn) | -1
COc1ccc(C(=O)Nc2ccccc2C(=O)N/N=C/c2ccc(O)c(OC)c2)cc1 | 0
CCSC1=N/C(=C\c2ccc(-c3ccccc3[N+](=O)[O-])o2)C(=O)S1 | -1
O=C(c1c(F)cccc1F)N1CCC(O)(c2cccnc2)CC1 | 4
C[C@@H](NC(=O)c1coc(=O)c(Br)c1)c1ccccc1 | 0
Cc1n[nH]c(=S)c2nn(-c3ccccc3F)c(C)c12 | -5
CC(=O)N1CCN(CCN(CC2C(C)C=C(C)CC2C)C(C)=O)CC1 (stereo not drawn) | -1
CCSC1(SCC)N=C(N)C2(C#N)C(c3ccccc3)NC(C)=CC12C#N (stereo not drawn) | 49*
O=C(Nc1cccc2ccccc12)c1ccc(Br)o1 | -5
CCOC(=O)c1ccccc1NC(=O)CC1SC(=NC)N(C)C1=O (stereo not drawn) | -7
O=C(OCc1cc2ccccc2[nH]c1=O)C1CCCCC1 | -3
COc1ccccc1NC(=O)COC(=O)CNC(=O)c1ccc(OC)c(OC)c1 | -4
Cc1ccc(C(=O)NC(=S)Nc2cc(-c3nc4ccccc4s3)ccc2C)cc1 | -2
O=C(CSc1nnc(-c2cccc(S(=O)(=O)N3CCOCC3)c2)n1C1CCCCCC1)NCc1ccccc1 | -11

Later entries:
SMILES | ARNT TACC3 PPI
COc1ccc(CC(=O)Nc2oc(-c3ccccc3)c(-c3ccccc3)c2C#N)cc1OC | -2
O=C(CSc1nc2ccccc2[nH]1)Nc1ccccc1N1CCOCC1 | -4
C#CCSc1nnc(CSc2nc3ccccc3s2)n1-c1ccccc1 | -10
CCOC(=O)N1CCC(Nc2nc3ccccc3n3nnnc23)CC1 | 0
Cc1cc(=O)n2nc(-c3ccc(C(F)(F)F)cc3)sc2n1 | -2
O=C(NCCN1CCOCC1)c1cccs1 | -5
C=CCc1cccc(C2Nc3ccccc3C(=O)N2O)c1O (stereo not drawn) | 7
CCOC(=O)c1nc2sc3c(c2c(=O)[nH]1)CCCC3 | -5
O=C(NNC1=NCCC1)c1ccc(Br)cc1 | -4
Cc1ccc(C)c(NC(=O)C2CC(O)CN2C(=O)OC(C)(C)C)c1 (stereo not drawn) | 18
CCc1nnc(NC(=O)CSc2nnc(-c3ccoc3C)n2-c2cccc(C)c2)s1 | -8
CCn1cc([N+](=O)[O-])c(C(=O)Nc2ccc3c(c2)OCCO3)n1 | -31
CS(=O)(=O)N1CCC(C(=O)Nc2ccccc2Sc2ccccc2)CC1 | 15
CCOC(=O)c1cnn(-c2cc(C)nc3c(-c4ccccc4)cnn23)c1N | -4
CCOC(=O)c1[nH]c2ccc(C)cc2c1NC(=O)CN1CCCCC1 | 5
COCCCN1C(=O)C(=O)/C(=C(/O)c2ccc3c(c2)CC(C)O3)C1c1cccnc1 (stereo not drawn) | -2&-6
CCn1c(SCC(=O)NCCOC)nc2sc3c(c2c1=O)CCCC3 | -6
Cc1cccc(C(=O)N/N=C/c2ccncc2)c1 | -2
CCOc1ccccc1N(CC(=O)N1CCOCC1)S(=O)(=O)c1ccccc1 | -7
CC(C)P(=O)(Cc1cccc(C#N)c1)C(C)C | 7
Fc1ccccc1N1CCN(c2cnc3ccccc3n2)CC1 | -13
CC(C)OC(=O)CSc1nnc(-c2ccc(Cl)cc2)n1N | -4
Cc1ccc(O)c(C(=O)c2cnc3c(c2)COc2ccc(C)cc2-3)c1 | -5
O=c1c(-c2ccc(Br)cc2)coc2c(CN3CCOCC3)c(O)ccc12 | 2
CCCCNC(=O)NC1C(NC(=O)NCCCC)N(C)C(=O)N1C (stereo not drawn) | -15
O=C(CCCOc1ccc(Cl)cc1Cl)NCC1CCCO1 (stereo not drawn) | -10
Cc1ccc(C(=O)NCCc2ccncc2)cc1 | -6
COC(=O)CSc1nc(N)c(C#N)c(-c2ccco2)c1C#N | -9
COc1ccccc1OCc1nnc(SCC(=O)NCc2ccco2)n1Cc1ccco1 | -1
Cc1cc(C)c(C)c(OCCOCCN2CCOCC2)c1 | -3
O=C(CSc1nnc(Cn2nnc3ccccc32)o1)Nc1ccc(Cl)cc1 | -1
CCNc1nc(NC(C)(C)C)nc(N(C#N)CC)n1 | -3
Cc1cc(C)nc(-n2nc(C)c(Oc3ccccc3O)c2C)n1 | -1
COc1ccc(Nc2nc3ccccc3c(=O)s2)c(OC)c1 | -8
N#CC(Nc1ccccc1)c1ccccc1OCc1ccccc1 (stereo not drawn) | 2
COC(=O)c1c(NC(=O)Nc2ccc(Cl)cc2)sc(C)c1C | -3
N=c1c(C(=O)NC2CCCC2)cc2c(=O)n3ccccc3nc2n1C1CCCC1 | 2
COc1ccc(NC(=O)CN2C(=O)C(C)Oc3ccccc32)c(OC)c1 (stereo not drawn) | -4
Cc1ccc(C(c2nnnn2C2CCCCC2)N(C)C2CCCCC2)cc1 (stereo not drawn) | 7
Cc1ccc(O)c(-c2cc(C(F)(F)C(F)F)[nH]n2)c1 | 3

Sorted by number of heavy atoms (largest number first): three of the compounds above.
SMILES | ARNT TACC3 PPI
COc1ccc(NC(=O)CN2C(=O)C(C)Oc3ccccc32)c(OC)c1 (stereo not drawn) | -4
N#CC(Nc1ccccc1)c1ccccc1OCc1ccccc1 (stereo not drawn) | 2
Cc1ccc(O)c(-c2cc(C(F)(F)C(F)F)[nH]n2)c1 | 3

Later entries:
SMILES | ARNT TACC3 PPI
CCCCN(CCCC)S(=O)(=O)c1ccc(C(=O)Nc2nnc(COC)o2)cc1 | 12
O=C(NCCSCc1c(F)cccc1Cl)Nc1ccccc1 | 7
N#Cc1ccc(OCc2nnc(SCC(=O)c3ccccc3)n2-c2ccccc2)cc1 | -4
CCN(CC)S(=O)(=O)c1ccc(C(=O)Nc2ccc(OCC(=O)N3CCOCC3)cc2)cc1 | -3
Cn1c2c(c3ccccc31)CC/C2=N\O | 0
CCS(=O)(=O)N1CCN(C2CCC(c3ccccc3)CC2)CC1 (stereo not drawn) | 2
O=C(NCc1ccco1)C(Cc1ccccc1)N1C(=O)C2C3C=CC(C3)C2C1=O (stereo not drawn) | -5
O=C(Nc1ccccc1C(F)(F)F)c1ccc(CN2CCC(Cc3ccccc3)CC2)cc1 | -5
O=C(c1ccc(Cn2cc(Cl)cn2)o1)N1CCN(Cc2ccc3c(c2)OCO3)CC1 | 5
Cc1ccc(C)c(NC(=O)CSc2nnc(-c3ccco3)o2)c1 | -4
CN(C)c1nc(N)nc(CSc2nnnn2C)n1 | -1
Cc1ccc(C)c(N2CCN(C(=O)CCn3c(=S)[nH]c4cc5c(cc4c3=O)OCO5)CC2)c1 | -11
Cc1cc(C)c2nc(SCC#N)cc(C)c2c1 | -8
Cc1ccc(S(=O)(=O)/N=C(\c2ccccc2)N(C)S(=O)(=O)c2ccc(C)cc2)cc1 | 0
O=C(NCC(c1cccnc1)N1CCN(c2ccccc2)CC1)C1CCCCC1 (stereo not drawn) | -5
CCCNS(=O)(=O)c1cccc(C(=O)NC2CCCc3ccccc32)c1 (stereo not drawn) | -14

An excerpt of these results, as labelled records:
Cc1ccc(S(=O)(=O)/N=C(\c2ccccc2)N(C)S(=O)(=O)c2ccc(C)cc2)cc1
  ARNT TACC3 PPI: 0

O=C(NCC(c1cccnc1)N1CCN(c2ccccc2)CC1)C1CCCCC1 (stereo not drawn)
  ARNT TACC3 PPI: -5

CCCNS(=O)(=O)c1cccc(C(=O)NC2CCCc3ccccc32)c1 (stereo not drawn)
  ARNT TACC3 PPI: -14

The listing continues.
SMILES | ARNT TACC3 PPI
Cc1cccc2cc(C#N)c(NCCCn3ccnc3)nc12 | -5
N#Cc1cnn(-c2ncnc3sc4c(c23)CCCC4)c1N | -1
CC(C)C(=O)Nc1cccc(C(=O)OCC(=O)c2ccc(Cl)cc2Cl)c1 | -3
Cc1nnc(SCc2ccc(F)cc2)s1 | 1
Cc1ccc(C)c(-n2c(C)cc(/C=N/NC(=O)c3c(C)nc4cc(C)ccn34)c2C)c1 | -10
COCCNC(=O)CN(c1cc(C(F)(F)F)ccc1Cl)S(C)(=O)=O | -5
CCOC(=O)c1c(NC(=O)CSc2nnnn2C)sc(CC)c1C | 19
NC1=NC(c2ccc(Cl)cc2)n2c(nc3ccccc32)N1 (stereo not drawn) | 4

Arranged by value in ARNT TACC3 PPI (falling): 5 of the compounds above
SMILES | ARNT TACC3 PPI
CCOC(=O)c1c(NC(=O)CSc2nnnn2C)sc(CC)c1C | 19
Cc1nnc(SCc2ccc(F)cc2)s1 | 1
N#Cc1cnn(-c2ncnc3sc4c(c23)CCCC4)c1N | -1
COCCNC(=O)CN(c1cc(C(F)(F)F)ccc1Cl)S(C)(=O)=O | -5
Cc1ccc(C)c(-n2c(C)cc(/C=N/NC(=O)c3c(C)nc4cc(C)ccn34)c2C)c1 | -10

Further compounds follow.
SMILES | ARNT TACC3 PPI
COc1ccc(C(=O)OCn2nnc3ccccc3c2=O)cc1OC | -4
CCCS(=O)(=O)c1cn2cccc(N)c2c1S(=O)(=O)CCC | 11
Cc1cc(=O)oc(C)c1C(=O)NC1CC(C)(C)NC(C)(C)C1 | -2
O=C(NCc1ccco1)NC1CCCCC1 | -12
CCOC(=O)c1ccc(NS(=O)C23CC4CC(CC(C4)C2)C3)cc1 (stereo not drawn) | -6
COc1ccccc1-n1cnnc1SCC(=O)c1cc(C)n(Cc2cccs2)c1C | 1
CCOC(=O)N1CCN(C(=O)COc2ccc(Cl)cc2C)CC1 | 13
CCCCCCn1cnc2c(c1=O)c1nc3ccccc3nc1n2/N=C/c1ccco1 | -4
CCC(Sc1nc2c(c(=O)[nH]1)CCC2)C(=O)Nc1cccc(OC)c1 (stereo not drawn) | 6
COc1ccccc1NC(=O)C1=C(C)NC2=C(C(=O)CCC2)C1c1ccc(C)o1 (stereo not drawn) | 10
